PI5P4K alpha inh = qHTS for Inhibitors of phosphatidylinositol 5-phosphate 4-kinase (PI5P4K) | PI5P4Kalpha enzyme, ADP-Glo luminescence, 60 min; stronger effect = lower value | max response, % | actives 1.2% (n = 330,000); active means max response of -50% or lower; inconclusive means between -30% and -50%; inactive means -30% or higher; further: value at the top dose of about 77 µM; on the % scale 0 is the no-effect control and ±100 the full control effect
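qHTS, 1536-well: enzyme/substrate mix, compound by pin tool, 5 microM ATP final; RT 60 min; ADP-Glo reagents 1 (45 min) then 2 (30 min); luminescence.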
GLP-1R agonist = qHTS of GLP-1 Receptor Agonists; Glucagon-like peptide 1 receptor (Homo sapiens), P43220; Potency, µM (highest dose often 45.6 µM), for inactives: top-dose activation, hits mostly activators; actives 0.007% (n = 380,000); AID 624172, 2012; HEK293 GLP-1R CRE-luciferase, luminescence, 4-6 h; cells express a hypersensitive GLP-1R form; further: potency means the concentration at half of the fitted maximal effect; % of control where 0% means no effect
D3 ag = qHTS of D3 Dopamine Receptor Agonist: qHTS; max activation, %; D3R DiscoveRx beta-arrestin cells, luminescence, 90 min; D(3) dopamine receptor (Homo sapiens), P35462; actives 0.58% (n = 410,000); in the data active means max activation above about 30%; further: 0% is about no effect; mostly tested at two doses, the higher about 12 µM
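Cells at 1500/well, incubated overnight, then treated with pinned compounds (dopamine as control) for 90 min at 37 degrees C. DiscoveRx reagent added for 30 - 60 minutes at room temperature; luminescence read.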
PLK1 PBD inh = qHTS for Inhibitors of PLK1-PDB (polo-like kinase 1 - polo-box domain): Primary Screen. Serine/threonine-protein kinase PLK1 (Homo sapiens), P53350. actives 2.8% (n = 360,000). Potency, µM, for inactives: max response, negative = inhibition, most hits filed as inhibitors. Plk1 PBD binding of FITC phosphopeptide, fluorescence polarization. AID 720504, 2013; further: potency means the concentration at half of the fitted maximal effect; series mostly up to about 57 µM; on the % scale 0 is the no-effect control and ±100 the full control effect; nearly all actives have a fitted effect of over 65% in size
D3 antag = qHTS of D3 Dopamine Receptor Antagonist: qHTS. D(3) dopamine receptor (Homo sapiens), P35462. D3R cells, DiscoveRx beta-arrestin luminescence, antagonist mode; stronger effect = lower value. max response, negative = inhibition, %. actives 2.5% (n = 360,000); in the data active means max response below about -50%; inconclusive means no clear call, values can overlap the other calls; further: on the % scale 0 is the no-effect control and ±100 the full control effect; mostly tested at two doses, the higher about 12 µM
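Cells plated overnight at 1500 cells/well, then exposed to library compounds with dopamine controls for 90 minutes at 37 degrees C. DiscoveRx reagent added for 30–60 minutes at room temperature; luminescence read, quantitative HTS format.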
HEK293 tox = qHTS of GLP-1 Receptor Inverse Agonists: Cytotox Screen; HEK293 cAMP-luciferase reporter cells, luminescence, 24 h; Potency, µM (doses to about 38.3 µM), inactives show at the top dose activity change, negative = inhibition, usual class: inhibitors; actives 0.13% (n = 410,000); AID 624418, 2012;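 further: loss of luciferase light is scored as toxicity; potency means the concentration at half of the fitted maximal effect; on the % scale 0 is the no-effect control and ±100 the full control effect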
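A 23 nL compound transfer followed 12 hours of cell culture at 37 deg C; exposure then lasted 24 hr. Luciferase assay detection reagent was dispensed and plates read for luminescence after a 12 min room-temperature wait.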
WRN inhibitor = qHTS for Inhibitors of WRN Helicase | WRN helicase unwinding, fluorescent forked duplex, kinetic | Potency, µM (doses to about 114 µM), for inactives: at the top dose activity change, negative = inhibition, usual class: inhibitors | AID 651768, 2012 | actives 0.46% (n = 360,000); further: potency means the concentration at half of the fitted maximal effect; on the % scale 0 is the no-effect control and ±100 the full control effect; nearly all actives have a fitted effect of over 55% in size
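Enzyme (20 nM final) and test compound sit together 15 min at room temperature before substrate addition. Substrate is a single-forked duplex oligonucleotide (100 nM) labelled with fluorophore and quencher, with 2 mM ATP; helicase unwinding raises red fluorescence, read kinetically.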
IL-2 act = qHTS of IL-2 Activators; IL-2 activation reporter assay, cell-based qHTS; stimulated with anti-CD3/CD4/CD28 beads; in transgenic mouse T cells; AID 652025, 2013; activation, % (series mostly up to about 46 µM); actives 0.065% (n = 360,000); in the data active means activation above about 50%; inconclusive means mostly about 30% to 49%; further: 0% is about no effect
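Readout: EGFP and DsRed signals by fluorescent plate cytometry. Unstimulated transgenic mouse T cells received compound 60 min before antibody-bead stimulation, then incubated 18 h at 37 degrees C.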
GLP1R inv ag = qHTS of GLP-1 Receptor Inverse Agonists (Inhibition Mode); Glucagon-like peptide 1 receptor (Homo sapiens), P43220; HEK293 GLP-1R CRE-luciferase, luminescence, 24 h; GLP-1R form is constitutively active; Potency, µM (series often up to 38.3 µM), for the others: at the top dose activity change, negative = inhibition, usual class: inhibitors; actives 1.6% (n = 410,000); further: potency means the concentration at half of the fitted maximal effect; on the % scale 0 is the no-effect control and ±100 the full control effect; nearly all actives have a fitted effect of over 55% in size
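Cells are plated, allowed 12 hours at 37 deg C, then treated with compounds for 24 hr before luciferase detection reagent is added and luminescence is read after 12 min at room temperature. The HEK293 line carries constitutively active GLP-1R with a cAMP-responsive reporter.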
* marks the source's active call; other numbers are inactive results; ? = inconclusive; / = not tested or not shown; [ ] = remark or other dose. Unless noted, the call rests on the fitted dose curve; in most records, active means well fitted curve in the direction sought with a large enough effect; inconclusive means small, poorly fitted or top-dose-only effect, or another doubt; inactive means no such curve, though single readings can be large; an effect the other way counts as inactive or inconclusive. Random draw from the library; about 7.8% have a hit in one of these screens.

A first look (eleven entries):
SMILES	PI5P4K alpha inh	GLP-1R agonist	D3 ag	PLK1 PBD inh	D3 antag	HEK293 tox	WRN inhibitor	IL-2 act	GLP1R inv ag
Cc1ccc(S(=O)(=O)N2CCC(NC(=O)c3cccnc3)CC2)cc1Cl	4	10%	0	2%	0	5%	-2%[57.1 µM]	-0.4	?
COc1cc2[nH]c(=O)n3nc(-c4ccccc4)nc3c2cc1OC	/	-5%	2	-4%	13	-16%	-3%	-0.7	0%
C=CCOc1c(Br)cc(CNc2ccc(NC(=O)C(C)C)c(OC)c2)cc1OCC	-3	17%	-1	-30%	2	4%	-3%	3.1	-30%
CCc1ccc(NC(=O)CN(c2cccc(C)c2)S(C)(=O)=O)cc1	/	7%	34*	-3%	8	-7%	-8%	-0.5	-27%
CCOc1cccc(CNn2cnnc2)c1OCc1ccccc1Cl	2	2%	-7	-15%	1	3%	-8%	0.2	-18%
COc1ccc(N2CCN(C(=O)c3ccc(S(=O)(=O)N4CCCCCC4)cc3)CC2)cc1	3	4%	-1	-2%	-29	-5%	-14%	0.3	-13%
Nc1ccccc1NC(=O)c1ccccc1	-2	-7%	-6	-10%	9	10%	6%	-2.1	168%[activator]
O=C(c1cc2ccccc2oc1=O)N(Cc1cccc(Br)c1)C1CCS(=O)(=O)C1 (stereo not given)	0	5%	3	-1%	-2	-9%	-8%	0.0	11%
COc1ccc(NS(=O)(=O)c2cc(NS(=O)(=O)c3cccs3)ccc2C)cc1	2	0%	-5	-5%	-5	-26%	4%	-4.6	?
Cc1ccc(CNC(=O)Nc2nnc([C@@H]3C[C@H](O)[C@@H](CO)O3)s2)cc1	-6	1%	-15	-8%	-63*	1%	-1%[57.1 µM]	-0.6	25%
O=C(CSc1nnc(CNC(=O)c2cccs2)o1)Nc1ccccc1F	0	-4%	4	?	-1	-11%	2%	-1.3	-21%

The listing (from the top)
SMILES	PI5P4K alpha inh	GLP-1R agonist	D3 ag	PLK1 PBD inh	D3 antag	HEK293 tox	WRN inhibitor	IL-2 act	GLP1R inv ag
Cc1ccc(S(=O)(=O)N2CCC(NC(=O)c3cccnc3)CC2)cc1Cl	4	10%	0	2%	0	5%	-2%[57.1 µM]	-0.4	?
COc1cc2[nH]c(=O)n3nc(-c4ccccc4)nc3c2cc1OC	/	-5%	2	-4%	13	-16%	-3%	-0.7	0%
C=CCOc1c(Br)cc(CNc2ccc(NC(=O)C(C)C)c(OC)c2)cc1OCC	-3	17%	-1	-30%	2	4%	-3%	3.1	-30%
CCc1ccc(NC(=O)CN(c2cccc(C)c2)S(C)(=O)=O)cc1	/	7%	34*	-3%	8	-7%	-8%	-0.5	-27%
CCOc1cccc(CNn2cnnc2)c1OCc1ccccc1Cl	2	2%	-7	-15%	1	3%	-8%	0.2	-18%
COc1ccc(N2CCN(C(=O)c3ccc(S(=O)(=O)N4CCCCCC4)cc3)CC2)cc1	3	4%	-1	-2%	-29	-5%	-14%	0.3	-13%
Nc1ccccc1NC(=O)c1ccccc1	-2	-7%	-6	-10%	9	10%	6%	-2.1	168%[activator]
O=C(c1cc2ccccc2oc1=O)N(Cc1cccc(Br)c1)C1CCS(=O)(=O)C1 (stereo not given)	0	5%	3	-1%	-2	-9%	-8%	0.0	11%
COc1ccc(NS(=O)(=O)c2cc(NS(=O)(=O)c3cccs3)ccc2C)cc1	2	0%	-5	-5%	-5	-26%	4%	-4.6	?
Cc1ccc(CNC(=O)Nc2nnc([C@@H]3C[C@H](O)[C@@H](CO)O3)s2)cc1	-6	1%	-15	-8%	-63*	1%	-1%[57.1 µM]	-0.6	25%
O=C(CSc1nnc(CNC(=O)c2cccs2)o1)Nc1ccccc1F	0	-4%	4	?	-1	-11%	2%	-1.3	-21%
COc1cc(OC)cc(C(=O)Nc2ccccc2C(=O)NCc2cccnc2)c1	4	23%	2	-1%	29	4%	-3%	0.8	9%
Nc1nonc1C(=O)NCCNCc1ccc(Cl)c(Cl)c1	/	-1%	-20	/	/	3%	/	/	1%
CCN(CC)c1ccc(/C=N/NC(=O)c2ccoc2C)c(O)c1	1	-3%	4	-8%	-6	51%[activator]	-3%	-2.9	3.5µM*
CCc1nnc(NC(=O)c2ccc(-c3ccc(F)cc3)o2)s1	-2	0%	2	9%	3	-16%	-3%	0.8	-7%
CCOC(=O)Nc1ccc2c(c1)C(=NNC(N)=S)c1ccccc1-2	-17	-18%	-10	-4%	?	4µM*	?	-0.8	?
C=CCN1C(=O)c2ccc(C(=O)N(C)Cc3ccc(C)o3)cc2C1=O	2	5%	0	-6%	-3	3%	-7%	1.4	30%
O=C(NCCS(=O)(=O)N1CCN(c2ccccc2F)CC1)c1ccc(F)c(F)c1	-4	4%	-3	-4%	-9	-18%	-3%	0.4	-21%
Cc1ccc([C@H]2C[C@H](n3cc(COC(=O)c4ccccc4)nn3)[C@@H](O)CN2CC2CCCCC2)cc1	3	9%	-3	3%	-10	5%	-3%	-3.1	2%
O=C(COC(=O)c1cc(S(=O)(=O)N2CCCCC2)ccc1N1CCOCC1)NCCc1ccc(F)cc1	2	-10%	0	-18%	-4	5%	-7%	-1.6	-28%
CCOc1ccc(NC(=O)Cn2cc(C(=O)c3ccc(C)c(C)c3)c(=O)c3cc(OC)c(OC)cc32)cc1	/	1%	-3	/	/	3%	/	/	-5%
COc1ccc(CNC(=O)C2Cc3c(-c4ccccc4Oc4ccccc4)ccnc3O2)cc1OC (stereo not given)	-4	-2%	6	1%	14	1%	7%[57.1 µM]	-0.6	?
O=C(NCCc1nnc2ccc(SCC(=O)N3CCOCC3)nn12)c1ccccc1	3	-4%	7	5%	19	-13%	6%	2.2	6%
CCOC(=O)NC(=S)Nc1ccc(C(C)(C)C)cc1Br	9	10%	7	2%	8	-75%	-7%	-3.8	?
CCC(=O)Nc1ccc(Cl)c(NC(=S)NC(=O)COc2ccccc2)c1	2	12%	3	27µM*	-7	-19%	6%	-3.0	4%
COc1ccc(OCc2cnc(Cl)s2)cc1	-3	4%	6	-1%	26	1%	1%	0.1	52%[activator]
COc1ccc(OC)c(C2C(C(=O)c3cccs3)=C(O)C(=O)N2CCN2CCOCC2)c1 (stereo not given)	-1	0%	-5	-11%	-19	-20%	-7%[57.1 µM]	-1.7	21%
CC(=O)Nc1ccc(SC[C@H](C)CN2CC[C@H](O)CCC2=O)cc1	-4	-2%	17	19µM*	20	11%	4%	0.2	6%
CCCCOCCCNC(=O)C[C@@H]1C[C@@]2(C(=O)OC)CCCCC=C2N(Cc2ccc(Cl)cc2Cl)C1=O	24	-2%	0	4%	13	-25%	-8%	-1.1	?
CCOC(=O)C1CCN(S(=O)(=O)c2ccc3c(c2)CC(C)N3C(=O)C2CCC2)CC1 (stereo not given)	7	?	-6	-11%	-4	13%	3%	-0.9	4%
O=C(COc1ccc(S(=O)(=O)N2CCOCC2)cc1)Nc1ccc(Cl)c(C(F)(F)F)c1	/	2%	10	-1%	9	?	-18%	-2.4	26%
CC(=O)c1c(C)nc(-c2ccccc2)nc1N	5	8%	2	-10%	4	6%	-2%	2.6	24%
O=C(COC(=O)c1ccc(S(=O)(=O)N2CCCC2)cc1)Nc1ccc(F)cc1F	-3	10%	-8	-8%	-2	3%	1%	4.2	7%
COc1ccc(CSCC(=O)Nc2ccc(S(=O)(=O)N3CCCCCC3)cc2)cc1	9	18%	4	-3%	0	-13%	-24%	0.9	?
CCc1ccc(CNC(=O)c2ccc3c(Cl)c4c(nc3c2)CCCC4)cc1	/	1%	5	/	/	0%	/	/	-13%
Cc1nc(C)c(Oc2ccc(Cl)cc2Cl)c(=O)[nH]1	4	-2%	15	4%	18	2%	-19%	-0.1	12%
O=C(O)COc1ccccc1/C=C1\SC(=Nc2ccc(F)cc2)N(c2ccc(F)cc2)C1=O	-15	-7%	4	?	9	?	0%[11.6 µM]	0.1	?
COc1ccc(S(=O)(=O)Nc2cccc(SC)c2)cc1C(=O)N1CCOCC1	10	2%	6	-2%	4	11%	2%	1.3	3%
COCCn1c(=S)[nH]c2cc(C(=O)NCc3ccccc3)ccc2c1=O	-10	4%	-6	-9%	-66*	2%	4%	-1.3	-6%
CCOC(=O)c1nnn(-c2nonc2-n2cccc2)c1CN1CCOCC1	/	0%	-4	-7%	12	2%	-4%	0.5	7%
CCCc1cc(=O)oc2c(C)c3occ(C)c3cc12	9	3%	2	-5%	-2	-2%[1.53 µM]	-28%[57.1 µM]	0.9	5%
CC(=O)N1CCN(CCN=CC2=C(O)CC(c3cccs3)CC2=O)CC1 (stereo not given)	-12	1%	0	-1%	?	-16%	11%	-0.4	3%
COc1ccc(-c2c(C)nn(Cc3ccccc3)c2N)cc1	/	9%	-12	-8%	-14	5%	1%	-2.3	0%
CCOC(=O)C(=O)/C(C#N)=C/Nc1ccc(F)cc1	-10	4%	2	-4%	4	-8%	-2%	-2.8	9%
O=C(CCCCCCCC(=O)N1CCCC1)N1CCCC1	0	2%	14	-4%	2	-5%	-5%	-0.4	7%
CCOc1cc(C(=O)NN2CCOCC2)cc(OCC)c1OCC	-1	-4%	-2	4%	5	-5%	4%	2.7	3%
O=C1C(Br)=Cc2cccc3cccc1c23	17	19%	0	-27%	0	7%	-18%	-0.4	119%[activator]
COc1ccccc1C(=O)NCCC(=O)N1CCCCC1	1	-1%	0	-1%	9	-1%	0%	-1.3	18%

Screening results as filed in PubChem.
